GLS inhibitor: qHTS for Inhibitors of Glutaminase (GLS) | 410,000 compounds, 0.21% hits | Glutaminase kidney isoform, mitochondrial (Homo sapiens), O94925 | Potency, µM (doses to about 45.5 µM), for inactives: at the highest dose activity change, negative = inhibition, most hits filed as inhibitors | AID 624170, 2012 | GLS enzymatic activity, qHTS titration; further: potency means the concentration at half of the fitted maximal effect
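Human kidney-isoform GLS in 45 mM KH2PO4 pH 8.2, 0.02% Tween-20, with compound, started with 1mM L-Glutamine (added stock). Glutamate oxidase/HRP/Amplex red coupled fluorescence read at start and after 30 min at RT.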
12-LOX inh: Primary qHTS assay for inhibitors of human arachidonate 12S-lipoxygenase (ALOX12): Round 2. Polyunsaturated fatty acid lipoxygenase ALOX12 (Homo sapiens), P18054. purified 12hLO, xylenol orange hydroperoxide absorbance. Potency, µM (titrated, usually from 108 µM), without a hit: at the highest dose activity change, negative = inhibition, most hits filed as inhibitors. 580,000 compounds, 1.1% hits. AID 1671190, 2021; further: potency means the concentration at half of the fitted maximal effect
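Purified human 12hLO at 150 nM in 25 mM Hepes, 0.01% Triton X-100, pH 7.0, preincubated 15 min at room temperature with compound. Reaction started with 40 uM arachidonic acid, 30 min at room temperature. Hydroperoxide measured by Fe-xylenol orange, 573/405 nm absorbance ratio.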
PI4K2A inh: qHTS for small molecular inhibitors of PI4K2A | purified PI4K2A, ADP-Glo luminescence, 1 h; hits give low values | activity change, negative = inhibition, % at 76.9 µM | Phosphatidylinositol 4-kinase type 2-alpha (Homo sapiens), Q9BTU6 | 420,000 compounds, 0.13% hits; in the data active means activity change below about -50%; inconclusive means mostly about -30% to -49%;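 further: -100% = wells without enzyme as full effect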
Target sequence (Q9BTU6 whole entry, looked up): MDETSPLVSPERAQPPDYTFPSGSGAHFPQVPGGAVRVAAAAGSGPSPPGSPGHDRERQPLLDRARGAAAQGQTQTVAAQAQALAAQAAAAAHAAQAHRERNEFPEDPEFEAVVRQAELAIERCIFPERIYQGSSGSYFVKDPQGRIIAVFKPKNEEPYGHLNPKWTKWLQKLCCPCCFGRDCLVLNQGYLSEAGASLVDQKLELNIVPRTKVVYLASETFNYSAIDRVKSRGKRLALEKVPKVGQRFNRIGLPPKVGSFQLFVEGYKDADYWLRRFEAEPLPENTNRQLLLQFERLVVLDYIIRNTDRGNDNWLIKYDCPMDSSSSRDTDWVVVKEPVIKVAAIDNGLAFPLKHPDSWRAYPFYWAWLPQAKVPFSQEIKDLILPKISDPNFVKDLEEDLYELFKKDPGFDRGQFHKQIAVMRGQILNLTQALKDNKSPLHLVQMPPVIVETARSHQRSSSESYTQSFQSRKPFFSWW
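In this quantitative HTS, ADP production by PI4K2A was quantified luminescently after 1 h at ambient temperature; 100 microM adenosine served as plate-quality control.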
* hit, by the source's call; ? = inconclusive; [ ] = another dose, or the depositor's remark. Unless noted, the call rests on the fitted dose curve; in most records, active means well fitted inhibition curve with a large enough effect; inconclusive means small, poorly fitted or top-dose-only effect, or another doubt; inactive means no such curve, though single readings can be large or run the other way. Unless noted, on the % scale 0 is the no-effect control and ±100 the full control effect. This is a subset; the hit share may differ from the screen's.

SMILES | GLS inhibitor | 12-LOX inh | PI4K2A inh
CS(=O)(=O)N1CCCCC1c1cc(C(=O)Nc2cccc3c2CCCC3)no1 (centres undefined) | 8% | 1% | -7
CC1(C(=O)NS(=O)(=O)c2cccc(C#N)c2)CCN1C(=O)Cc1ccccc1Cl (centres undefined) | -12% | ? | 9
COc1ccc2c(CN3CCN(c4ccc(Cl)c(Cl)c4)CC3)cc(=O)oc2c1 | -2% | -27% | -3
CCCCNC(=O)C(NC(=O)c1cccc2ccccc12)C(=O)c1ccccc1 (centres undefined) | 19% | -20% | 3
Cc1ccc(S(=O)(=O)N2C[C@H]3[C@H]4C(=O)N(c5ccccc5)C(=O)[C@H]4C[C@H](OC(=O)NCC4CCCCC4)[C@@]3(O)C2)cc1 | 1% | -4% | -4
Cc1ccc(-n2nnnc2CNC(=O)C(=O)c2c[nH]c3ccccc23)cc1C | 1% | 2% | -3
Cc1cnc(CNc2nc3cc(-c4ccccc4C)sc3c(=O)n2C)cn1 | -3% | ? | 1
O=C(CC[C@H]1O[C@@H](n2ccc(=O)[nH]c2=O)[C@H](O)[C@@H]1O)N[C@H](Cc1ccccc1)C(=O)NCCCN1CCCC1=O | 7% | 8% | 2
COC(=O)c1ccc2nc(-c3ccc(C)cc3)c(Cc3ccccc3OC)n2c1 | 1% | ? | -7
O=C(/C=C/[C@H]1O[C@@H](n2cnc3c(NC(=O)c4ccccc4)ncnc32)[C@H](O)[C@@H]1O)NC1CCCCC1 | 0% | 4% | 2

Reprinted from the part before: 4 entries, followed by the next part.
SMILES | GLS inhibitor | 12-LOX inh | PI4K2A inh
Cc1cnc(CNc2nc3cc(-c4ccccc4C)sc3c(=O)n2C)cn1 | -3% | ? | 1
O=C(CC[C@H]1O[C@@H](n2ccc(=O)[nH]c2=O)[C@H](O)[C@@H]1O)N[C@H](Cc1ccccc1)C(=O)NCCCN1CCCC1=O | 7% | 8% | 2
COC(=O)c1ccc2nc(-c3ccc(C)cc3)c(Cc3ccccc3OC)n2c1 | 1% | ? | -7
O=C(/C=C/[C@H]1O[C@@H](n2cnc3c(NC(=O)c4ccccc4)ncnc32)[C@H](O)[C@@H]1O)NC1CCCCC1 | 0% | 4% | 2
O=C(CCS(=O)(=O)c1ccc(F)cc1)Nc1nccs1 | 1% | 4% | 1
CCc1cccc(CC)c1N1C(=O)COCC1=O | 1% | 6% | -3
Cc1cc(F)cc(-c2cc(C(=O)NCc3cccc(Cl)c3)[nH]n2)c1 | 2% | 7% | 3
CCc1ccc(N2CC(C(=O)N3CCN(S(=O)(=O)c4cccc(F)c4)CC3)CC2=O)cc1 (centres undefined) | -5% | 4% | -1
COc1ccc(C(C)(NC(C)=O)c2nc(-c3cccc(C(F)(F)F)c3)cs2)cc1 (centres undefined) | 5% | 13% | -2
CCN(CC)C(=O)c1cccc(-c2csc(C(O)c3cccc(Cl)c3)n2)c1 (centres undefined) | 1% | 0% | -7
CCN1C(=O)[C@H]2[C@@H](c3ccc(OC)cc3)N[C@]3(CCCN(Cc4ccc(C(F)(F)F)cc4)C3=O)[C@H]2C1=O | -5% | 32µM* | -5
CC1=C(C(=O)N2CCOCC2)CC(CC(=O)NCc2ccco2)C(=O)N1CCC1=CCCCC1 (centres undefined) | -9% | -7% | 6
CC1(C(=O)NCC2CC2)CCN1C(=O)C1(c2ccc(Cl)cc2)CC1 (centres undefined) | 6% | -28% | -4
COCC(=O)N(C)[C@H]1C[C@H]2c3[nH]c4ccccc4c3CCN2C(=O)[C@H]1[C@H](C)O | 0% | -10% | 5

Compound profiles, as listed above. Values in the order: GLS inhibitor	12-LOX inh	PI4K2A inh
Record of Cc1cc(F)cc(-c2cc(C(=O)NCc3cccc(Cl)c3)[nH]n2)c1 : 2%	7%	3
Record of CCc1ccc(N2CC(C(=O)N3CCN(S(=O)(=O)c4cccc(F)c4)CC3)CC2=O)cc1 (centres undefined) : -5%	4%	-1
Record of CC1(C(=O)NCC2CC2)CCN1C(=O)C1(c2ccc(Cl)cc2)CC1 (centres undefined) : 6%	-28%	-4
Record of CCc1cccc(CC)c1N1C(=O)COCC1=O : 1%	6%	-3
Record of CCN(CC)C(=O)c1cccc(-c2csc(C(O)c3cccc(Cl)c3)n2)c1 (centres undefined) : 1%	0%	-7

(continued)
SMILES | GLS inhibitor | 12-LOX inh | PI4K2A inh
Cc1ccc(CN2C(=O)CCC2(C)c2nnnn2Cc2ccccc2)cc1 (centres undefined) | -1% | -1% | -1
Cc1cc(C)c(NC(=O)CNC(=O)c2cc(C3CC3)nc3c2cnn3C(C)C)c(C)c1 | 33%[activator] | -23% | 1
c1cc(-c2ccc3[nH]ccc3c2)n2ccnc2c1 | 0% | 1% | -2
CC1(C(=O)NS(=O)(=O)c2ccccc2Cl)CCN1C(=O)CC1CCCCC1 (centres undefined) | -14% | 2% | -1
CN(C(=O)c1cc2c(cc1Br)OCO2)c1cccc2ccccc12 | 1% | -2% | -2
CC(C)C[C@H]1CNC(=S)N1C[C@H]1CCCN1C[C@H](CC(C)C)N1C[C@H](Cc2ccc(O)cc2)N(CC2CCCCC2)C1=S | 6% | ? | 1
Cc1cccc(CN2CCN([C@H]3CS(=O)(=O)N[C@@H]3COCc3ccccc3)CC2)c1 | 10% | -10% | -1
COC(=O)[C@]12CCCCC=C1N(Cc1cccc3ccccc13)C(=O)[C@H](CC(=O)NCc1ccccc1)C2 | -9% | -4% | 3
CC1CC(NC(=S)N(C)C)CC(C)(C)C1 (centres undefined) | -3% | ? | 1
CN(Cc1cn(Cc2ccc(F)cc2)nn1)C1CN(Cc2cn(Cc3ccc(F)cc3)nn2)S(=O)(=O)C1 (centres undefined) | -7% | ? | -1
Cc1cc(F)ccc1S(=O)(=O)N1CCCOC1CNC(=O)C(=O)NCCc1ccco1 (centres undefined) | 1% | 7% | 1
COc1cccc(C#CC2=CC(=O)C[C@H](c3ccc(F)cc3)C2)c1 | 1% | -70% | 10
CC(=O)C1=CCC(c2ccc(C)cc2)N(S(=O)(=O)c2ccc(Cl)cc2)C1 (centres undefined) | 26% | -1% | 1
O=C(O)c1cccc(-c2csc(C(O)c3cccc(Cl)c3)n2)c1 (centres undefined) | 11% | 9% | 2
Cc1ccc(CN2CC(N3CCN(c4ccccn4)CC3)CS2(=O)=O)cc1 (centres undefined) | -3% | ? | -6
CC(C)C1CC2=C(C(=O)OC(C)(C)O2)C(c2ccc(F)cc2)O1 (centres undefined) | -4% | ? | 0
NC(c1ccccc1)c1csc(Nc2ccccn2)n1 (centres undefined) | 8% | 5% | 5
O=C(OC1C2C=CC1C1C(=O)NC21)c1ccccc1 (centres undefined) | -10% | -3% | 1
CC1=C(C(=O)N(C(C)C)C(C)C)CC(CC(=O)NCc2ccco2)C(=O)N1CCC1=CCCCC1 (centres undefined) | 1% | 9% | -2
CC(C)N1CCCC(C)(C(=O)Nc2nc3ccccc3[nH]2)C1 (centres undefined) | 2% | 13% | 3

Grouped by structure, the entries above with two or more sulfur atoms (2)
SMILES | GLS inhibitor | 12-LOX inh | PI4K2A inh
O=C(CCS(=O)(=O)c1ccc(F)cc1)Nc1nccs1 | 1% | 4% | 1
CC(C)C[C@H]1CNC(=S)N1C[C@H]1CCCN1C[C@H](CC(C)C)N1C[C@H](Cc2ccc(O)cc2)N(CC2CCCCC2)C1=S | 6% | ? | 1

(listing goes on)
SMILES | GLS inhibitor | 12-LOX inh | PI4K2A inh
N#Cc1ccccc1OCC(=O)Nc1ccc2c(c1)OCO2 | 1% | 8% | -2
O=C(c1cc2c(c(-c3cccc(-c4ccc(F)cc4)c3)n1)[C@H](CCO)N(C(=O)c1ccc3c(c1)OCO3)C2)N1CCOCC1 | -10% | 3% | -2
CCc1nc2c(OCCOc3ccc(F)cc3)cccn2c1N(C)C(=O)c1ccc(C)cc1 | -6% | ? | -2
CC(=O)Nc1cccc(-c2ccnc3c2CC(C(=O)NCC2CCOCC2)O3)c1 (centres undefined) | 5% | 11% | -1
COc1ccc(C(C)=O)cc1CON=C1CSCc2ccccc21 | 22% | -26% | -7
CCCC(=O)N(Cc1cc2cc(OC)ccc2[nH]c1=O)c1ccc(OC)cc1 | -8% | -1% | 3
Cc1ccc(C(=O)NCC(=O)OCc2nc3ccsc3c(=O)[nH]2)cc1C | 9% | 11% | 0
COc1cc(-n2c(C)nc3ncn(-c4ccccc4)c3c2=O)cc(OC)c1OC | -9% | 11% | 6
c1ccc(Cc2c(C3CCCCC3)nc3c4ccccc4ccn23)cc1 | 0% | -3% | -7
Cc1ccc(C)c2c1CCCC2=O | 6% | 12% | -5
CN(C)c1ccc(NC(=O)Nc2nc(C(N)C3CCCCC3)cs2)cc1 (centres undefined) | 36%[activator] | -17% | 0
Cc1ccccc1-c1cc2nc(NCc3cccnc3)n(C)c(=O)c2s1 | 16% | -3% | 3
O=C(NCc1cccs1)c1ccc(CS(=O)Cc2ccc(Cl)cc2)o1 (centres undefined) | 2% | 2% | -4
CCC(=O)N1CCC1(C)C(=O)Nc1ccc(Cl)c(Cl)c1 (centres undefined) | 9% | 0% | 2
CN(C)c1ccc(-c2ccnc3c2CC(C)(C(=O)Nc2cccc(OC(F)(F)F)c2)O3)cc1 (centres undefined) | 4% | 6% | 3
CC1=C(C(=O)N(C(C)C)C(C)C)CC(CC(=O)NCc2cccc3ccccc23)C(=O)N1Cc1ccc(F)cc1 (centres undefined) | -13% | -12% | -3
CC(C)CC1NC(=O)c2cccnc2-n2c1nc1cc(F)ccc1c2=O (centres undefined) | -3% | -5% | -1
Cc1ccccc1-c1ccc2c(c1)O[C@H](CN(C)C(=O)C1CC1)[C@@H](C)CN([C@@H](C)CO)S2(=O)=O | 3% | -7% | 9
CC1(C(=O)Nc2ccccc2)CCN1C(=O)CCc1ccc(Cl)cc1Cl (centres undefined) | 17% | -2% | 1
O=C1NC[C@@H](CCCCN2C[C@H](Cc3ccccc3)N(CC3CCCCC3)C(=O)C2=O)N(CC2CCCCC2)C1=O | -6% | 62%[activator] | 5
O=C(NCc1ccccc1)c1cc(C2CCCN(C(=O)c3ccccc3)C2)on1 (centres undefined) | 6% | 9% | 2
CC(c1ccc2ccccc2c1)c1ccccc1C(=O)O (centres undefined) | 2% | -8% | -6
COc1ccc(CC(=O)N(C)c2ccccc2)cc1S(=O)(=O)N1CCOCC1 | 0% | 9% | 2
CC(=O)Nc1cc(-c2ccccc2N(C)C)cn2c(-c3cccc(C(F)(F)F)c3)cnc12 | 15% | 8.9µM* | -4
COc1ccc(C(=O)N2CCCCC2c2cc(C(=O)Nc3cccc(C#N)c3)no2)cc1 (centres undefined) | 15% | -8% | -2
COc1ccc(CC(N)c2csc(NC(=O)c3cccc(OC(F)(F)F)c3)n2)cc1 (centres undefined) | 1% | ? | 1
CC1(C2CC2)NC(=O)N(CC(=O)N2CCN(c3ccccc3F)CC2)C1=O (centres undefined) | 1% | 0% | -2
CC(CC(c1ccccc1)N1CCc2ccccc2C1)=NO (centres undefined) | 21% | -16% | 0
COc1ccc(-c2csc(C(NC(C)=O)c3ccc(F)c(F)c3)n2)cn1 (centres undefined) | -7% | 3% | 2
CN(C)CCNc1ncnc2c1ncn2[C@H]1CN(Cc2cccs2)C[C@@H](CO)O1 | 3% | -10% | 0
O=C(NCc1ccc(F)c(F)c1)C1Cc2c(-c3ccc4c(c3)OCO4)ccnc2O1 (centres undefined) | -1% | -1% | 0
O=C(COC(=O)/C=C/c1ccccc1)NCc1ccco1 | -7% | -6% | -1
CC(=O)c1ccc(-c2cccc3nccn23)cc1 | 4% | ? | -4
CCN(CC)C(=O)C1=C(C)N(CCCOC)C(=O)C(CC(=O)NCc2cccc3ccccc23)C1 (centres undefined) | -10% | 17% | 3
C#CCN(C[C@@H]1[C@@H](OC(=O)Nc2cccs2)[C@@H](OC(=O)Nc2cccs2)Cn2c(=O)n(CCCCCC)c(=O)n21)S(=O)(=O)c1ccc(C)cc1 | 6% | 10µM* | 9
CC1(c2cccc(Br)c2)NC(=O)N(CC(=O)c2ccc3c(c2)OCO3)C1=O (centres undefined) | -3% | -13% | -1

Some of these compounds in order of molecular weight, highest first:
SMILES | GLS inhibitor | 12-LOX inh | PI4K2A inh
C#CCN(C[C@@H]1[C@@H](OC(=O)Nc2cccs2)[C@@H](OC(=O)Nc2cccs2)Cn2c(=O)n(CCCCCC)c(=O)n21)S(=O)(=O)c1ccc(C)cc1 | 6% | 10µM* | 9
CCN(CC)C(=O)C1=C(C)N(CCCOC)C(=O)C(CC(=O)NCc2cccc3ccccc23)C1 (centres undefined) | -10% | 17% | 3
O=C(COC(=O)/C=C/c1ccccc1)NCc1ccco1 | -7% | -6% | -1
